# aSyn yeast inh = inhibitors of alpha-synuclein toxicity in yeast; 0.14% of 370,000 active; AID 652106; Yeast expressing alpha-synuclein, growth rescue, BacTiter-Glo, 24 h; Potency, µM (titrated, usually from 46.1 µM), for inactives: at the top dose growth rescue (activation), hits mostly activators; also: potency is read from the fitted curve at half-maximal effect; % of control where 0% means no effect; nearly all actives have a fitted effect of over 65% in size
#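 Rescue of yeast growth: cells expressing toxic alpha-synuclein, induced in galactose at OD600 0.02, incubated with compound 24 h at 30 C. ATP luminescence quantified growth; inhibitors of toxicity appear as activators.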
# TDP43 rescue = TDP-43 toxicity inhibition in yeast. Potency, µM (doses to about 46.1 µM), for the others: at the top dose growth rescue (activation), most hits filed as activators. TDP-43 expressing yeast growth rescue, BacTiter-Glo, 24 h. AID 652104. 1.8% of 410,000 active; also: potency is read from the fitted curve at half-maximal effect; % of control where 0% means no effect; nearly all actives have a fitted effect of over 50% in size
#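 Luminescence from BacTiter-Glo reports growth of TDP-43-expressing yeast after 24 hr at 30 deg C with compound. Cells were raffinose-pregrown to mid-log, then seeded in galactose medium at OD600=0.02.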
# EPAC2 antagonist = antagonists of human EPAC2; Q8WZA2; EPAC2 GEF exchange of Rap1B-BODIPY-GDP, fluorescence; Potency, µM (highest dose often 114 µM), inactives show top-dose activity, negative = inhibition, most hits filed as inhibitors; 0.18% of 360,000 active; also: potency is read from the fitted curve at half-maximal effect; % is scaled to controls: 0 for no effect and ±100 for the full control effect; nearly all actives have a fitted effect of over 45% in size; many of its hits are not listed in these tables
# Target sequence (Q8WZA2 whole entry, looked up): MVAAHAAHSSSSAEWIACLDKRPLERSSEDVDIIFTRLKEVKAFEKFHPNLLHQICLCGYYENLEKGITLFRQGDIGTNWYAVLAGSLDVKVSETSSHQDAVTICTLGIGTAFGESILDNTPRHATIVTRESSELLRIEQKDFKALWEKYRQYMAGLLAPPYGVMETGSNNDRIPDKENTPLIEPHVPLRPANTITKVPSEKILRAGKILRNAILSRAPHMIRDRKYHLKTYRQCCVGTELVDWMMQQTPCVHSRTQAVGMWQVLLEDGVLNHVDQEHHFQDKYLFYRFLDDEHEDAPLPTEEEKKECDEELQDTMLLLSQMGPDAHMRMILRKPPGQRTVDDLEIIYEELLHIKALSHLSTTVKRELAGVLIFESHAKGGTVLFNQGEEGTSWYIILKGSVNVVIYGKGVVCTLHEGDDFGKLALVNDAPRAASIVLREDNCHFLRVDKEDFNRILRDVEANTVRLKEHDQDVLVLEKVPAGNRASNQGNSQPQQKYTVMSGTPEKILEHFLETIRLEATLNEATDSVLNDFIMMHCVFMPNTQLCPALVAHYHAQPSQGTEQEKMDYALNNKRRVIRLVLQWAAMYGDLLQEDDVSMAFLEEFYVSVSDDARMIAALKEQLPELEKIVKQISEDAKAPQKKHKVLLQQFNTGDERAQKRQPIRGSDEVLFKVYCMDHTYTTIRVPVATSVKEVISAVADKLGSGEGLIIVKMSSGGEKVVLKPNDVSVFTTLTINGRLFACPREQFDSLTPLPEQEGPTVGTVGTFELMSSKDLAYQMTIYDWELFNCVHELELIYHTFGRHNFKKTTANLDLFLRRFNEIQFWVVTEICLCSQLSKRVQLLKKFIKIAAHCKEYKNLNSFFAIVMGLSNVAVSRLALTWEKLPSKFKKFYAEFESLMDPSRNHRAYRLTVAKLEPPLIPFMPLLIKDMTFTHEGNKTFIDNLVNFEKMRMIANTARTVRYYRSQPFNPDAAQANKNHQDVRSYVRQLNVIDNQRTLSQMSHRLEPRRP
# D3 antag = blocks the human D3 dopamine receptor. max response, negative = inhibition, %. 2.5% of 360,000 active. D3R cells, DiscoveRx beta-arrestin luminescence, antagonist mode; stronger effect = lower value. P35462; in the data active = max response below about -50%; inconclusive = no clear call, values can overlap the other calls; also: % is scaled to controls: 0 for no effect and ±100 for the full control effect; mostly tested at two doses, the higher about 12 µM
#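 Cells expressing the human receptor were seeded at 1500 cells/well, incubated overnight at 37 degrees C in 5% CO2, then exposed to library compounds with dopamine controls for 90 minutes at 37 degrees C before luminescent detection.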
# FUS yeast rescue = rescues growth of FUS-expressing yeast; Potency, µM (titrated, usually from 76.6 µM), for the others: top-dose growth rescue (activation), most hits filed as activators; AID 1347120; 0.24% of 390,000 active; S. cerevisiae FUS-expressing, growth rescue, OD600, 24 h;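 also: potency is read from the fitted curve at half-maximal effect; plate controls were DMSO vehicle for no effect and reference control for full effect; nearly all actives have a fitted effect of over 55% in size; some results filed as inactive show a strong effect at the top dose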
#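 Cultures pregrown in 2.5% raffinose medium are shifted to minimal medium containing 2% galactose to express toxic FUS. Compounds are tested at several concentrations. After 24hr at 30C, growth is quantified at 600 nm absorbance.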
# D3 ag = agonists of human D3 dopamine receptor. max activation, %. P35462. D3R DiscoveRx beta-arrestin cells, luminescence, 90 min. 0.58% of 410,000 active; in the data active = max activation above about 30%; also: 0% is about no effect; mostly tested at two doses, the higher about 12 µM
#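 Agonist mode: compounds and dopamine controls were applied to plated cells for 90 min at 37 degrees C after an overnight attachment at 1500 cells/well. Luminescent read-out followed 30 - 60 minutes at room temperature with DiscoveRx detection reagent.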
# EPAC2 ag = agonists of human EPAC2 (RAPGEF4); AID 720711; Potency, µM (doses to about 154 µM), for the others: at the top dose activation, most hits filed as activators; 0.079% of 360,000 active; EPAC2 activation, biochemical qHTS; response scale: 100% = 6.5 mM cAMP response; also: potency is read from the fitted curve at half-maximal effect; nearly all actives have a fitted effect of over 50% in size
#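 In this primary screen, activation is scored as increased exchange of BODIPY-GDP from Rap1B by 100 nM EPAC2, with 50 uM GDP as competitor. Signal is normalized to the 6.5 mM cAMP agonist control.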
# Abeta rescue = restores growth of yeast expressing A-beta42 peptide. yeast expressing A-beta42, growth rescue, OD600, 48 h; response scale: 0% DMSO, 100% iron-clioquinol control. AID 1347071. Potency, µM (top dose mostly 46.1 µM), inactives show at the highest dose growth rescue, most hits filed as activators. 0.063% of 410,000 active; also: potency is read from the fitted curve at half-maximal effect; nearly all actives have a fitted effect of over 55% in size
#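 Yeast A-beta toxicity model in growth medium with pinned compounds, 48 h at 30 C; growth read as absorbance at 600 nm. Normalized to FeCl3/clioquinol equimolar mix (positive) and DMSO (negative).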
# * hit, by the source's call; u = inconclusive; x = no result given; & = joins results of further samples; [ ] = dose if it differs, or a comment. Unless noted, calls follow the shape of the dose curve; as a rule, active = well fitted curve in the direction sought with a large enough effect; inconclusive = small, poorly fitted or top-dose-only effect, or another doubt; inactive = no such curve, though single readings can be large; an effect the other way counts as inactive or inconclusive. Some of the compounds tested; rates above refer to the full screens.
SMILES,aSyn yeast inh,TDP43 rescue,EPAC2 antagonist,D3 antag,FUS yeast rescue,D3 ag,EPAC2 ag,Abeta rescue
CCOC(=O)Nc1ccc(OC(=O)Oc2ccc(NC(=O)OCC)cc2)cc1,-5.4%,5.2%,9.5%,21.2,x,-8.8,-1.9%,-3.2%
O=C(CSc1ncn(-c2ccccc2)n1)Nc1nc2c(s1)CCCC2,21.5%,u,-3.0%,7.7,u,4.1,5.7%,22.1%
CCc1nc2ccc(C(=O)NCc3ccccc3OC)cn2c1N(CCC(C)C)CCN(C)C,-4.8%,-1.9%,9.6%,-18.2,-9.9%,-12.6,8.0%,-12.7%
C/C(=N\NC(=O)c1ccc(CN2CCOCC2)cc1)c1ccc(NC(=O)c2ccccc2)cc1,1.1%,1.2%,10.0%,22.0,2.1%,-1.7,-1.9%,2.6%
Cc1cc(-c2ccccc2)n(-c2ccc(C(=O)N3CCN(c4ncccn4)CC3)cc2)n1,0.4%,u,-19.0%,6.4,x,3.1,7.8%,-11.6%
Cc1ccc(C)c(NC(=O)Cn2c(=O)n(CCC(=O)NCc3ccc4c(c3)OCO4)c(=O)c3ccccc32)c1,x,13.7%,x,x,-3.2%,-3.5,x,-2.1%
CCOc1ccccc1NC(=O)COC(=O)c1nc2nccc(C)n2n1,-0.4%,7.8%,4.0%,15.3,14.8%,7.7,1.1%,1.9%
COc1ccc(NC2=NCCCCC2)cc1,-0.1%,4.1%,10.3%,18.6,-3.9%,-2.0,10.2%,3.8%
COc1ccccc1N1CCN(Cc2nnc(-c3ccccc3C)o2)CC1,x,17.6%,x,x,-5.9%,-22.9,x,-7.6%
COCc1nnc(NC(=O)CC(C)c2ccccc2)s1 (stereo not given),-5.9%,1.5%,-1.4%,5.5,8.5%,5.1,0.1%,-20.5%
c1cc2c3c(cccc3c1)-c1cnccc1-2,u,u,u,17.6,3.7%,16.4,4.1%,8.1%
CCSc1nc(=O)n(-c2ccccc2)c(C)c1C(C)=O,0.3%,17.3%,-1.0%,u,x,-8.6,-2.8%,-0.5%
O=C(OCC(=O)N1CCCCCC1)c1ccccc1Br,-0.2%,13.2%,-5.0%,-9.5,-12.1%,-3.2,5.8%,10.9%
CCOC(=O)C1(Cc2ccccc2Cl)CCN(S(=O)(=O)N(C)C)CC1,5.8%,9.7%,-7.7%,-9.1,-0.9%,6.2,10.8%,5.4%
COCCNc1nc(-c2ccc(Cl)cc2C)c2sccc2n1,10.3%,22.4µM*,u,-12.4,42.3%,4.7,1.9%,1.8%
COc1cc(/C=C(\C#N)C(=O)c2c[nH]c3ccccc23)cc(OC)c1O,-0.1%,-0.5%,-4.7%,-13.4,18.9%,5.9,17.9%,-6.2%
CCC(=O)N1CCC(C)(C(=O)NCc2ccc(F)cc2)C1 (stereo not given),1.6%,0.0%,19.5%,11.6,-26.1%,6.2,7.7%,2.3%
Cc1cc(C)c2cc(CN(Cc3ccc4c(c3)OCO4)Cc3nnnn3Cc3ccco3)c(=O)[nH]c2c1,-5.0%,-26.4%,3.8%,-0.3,u,4.6,5.1%,-12.1%
COc1ccc(C)cc1-n1c(C)cc(C=O)c1C,6.7%,8.2%[9.22 µM],-7.2%,5.3,-2.6%,1.7,-1.9%,-8.3%
O=C(CCCc1nc(-c2ccco2)no1)Nc1ccccc1[N+](=O)[O-],x,u,x,x,1.9%,-11.1,x,-12.3%
O=C(COC(=O)C1CSC2(c3ccc(F)cc3)CCC(=O)N12)NC(=O)NC1CCCC1 (stereo not given),4.2%,0.2%,-3.9%,9.8,42.2%,5.4,-4.2%,-2.8%
CCC(=O)N1CCc2cc(S(=O)(=O)CCC(=O)NCc3ccco3)ccc21,0.5%,0.0%,-4.0%,-1.8,x,1.3,0.0%,2.2%
NC(=O)COc1cccc2cccnc12,1.3%,-6.2%,9.7%,-14.6,-1.3%,11.5,-5.0%,0.5%
CCc1ccc(NCc2cccn2-c2nnc(N3CCCCCC3)s2)cc1,x,-0.8%,x,x,27.4%,-5.2,x,-23.5%
COc1ccccc1CNC(=O)CSc1nc(C)cs1,4.6%,11.7%,-0.5%,6.5,-47.3%,-2.5,7.6%,7.1%
COc1ccc(N2C(=O)CC(NC3CCCCNC3=O)C2=O)cc1 (stereo not given),-4.6%,-9.9%,24.1%,3.4,-22.1%,2.5,-0.8%,-3.3%
COc1ccc(-n2ccn(Cc3ccc(C)cc3)c(=O)c2=O)cc1OC,x,3.2%,x,x,-1.7%,1.1,x,-30.1%
N#C/C(=C\c1ccc(Cl)cc1)c1nc2ncccc2[nH]1,u,1.5%,-5.7%,21.8,12.2%,-10.0,10.5%,7.9%
O=C(Nc1ccccc1N1CCCCC1)c1cnccn1,-0.5%,4.5%[9.22 µM],17.8µM*,29.7,15.3%,14.9,11.2%,-19.0%
O=C(CSc1n[nH]c(=O)n1C1CC1)NCc1ccccc1Cl,1.0%,5.9%,1.7%,-6.4,-30.6%,-6.6,3.2%,0.5%
CCCCCCC1CCC(C(=O)N2CCOCC2)CC1 (stereo not given),14.5%,-1.2%,-14.0%,7.8,11.9%,-1.1,-3.5%,-32.3%
O=c1ccn([C@@H]2O[C@H](CNCc3ccccc3)[C@@H](O)[C@H]2O)c(=O)[nH]1,-1.9%,22.7%,14.6%,-0.8,-5.6%,-2.1,5.4%,-5.8%
O=C(CSc1nnc(SCc2ccc(Cl)cc2)s1)N/N=C/c1ccccc1Cl,-2.5%,-1.7%,0.0%,6.2,x,-7.4,3.1%,-9.1%
O=C(CCCCCn1c(=O)[nH]c2ccccc2c1=O)NCc1ccccc1,x,22.2%,x,x,18.9%,-4.4,x,-5.3%
COc1ccccc1CC(=O)N1CCN(S(=O)(=O)c2ccccc2F)CC1,6.2%,21.5%,-2.5%,-5.6,0.0%,-0.9,7.5%,12.2%
Cc1ccc(C(=O)N/N=C/c2cc(Br)ccc2O)cn1,u,0.0%,-9.4%,0.4,-14.2%,4.0,4.4%,-3.0%
Cc1ccc(OCc2ccc(-c3nc(C#N)c(NCc4ccccc4Cl)o3)o2)cc1,x,14.6%,x,x,-0.7%,-0.6,x,1.8%
CCOC(=O)N1CCC(=NNS(=O)(=O)c2cccc([N+](=O)[O-])c2)CC1,-7.0%,-3.0%,10.5%,-29.8,6.7%,-5.6,1.7%,-27.1%
Cc1ccc(NC(=O)[C@H]2O[C@@H]3OC(C)(C)O[C@@H]3[C@H]3OC(C)(C)O[C@H]32)cc1F,x,1.1%,x,x,-20.8%,-10.2,x,-11.7%
COc1ccc2cc(C(=O)Nc3ccc(O)cc3)sc(=O)c2c1OC,-1.4%,-2.1%,7.2%,-20.7,x,-24.6,6.9%,10.5%
O=C(CCCN1C(=O)c2ccccc2C1=O)NCc1cccnc1,1.8%,2.2%,-0.7%[57.1 µM],21.4,6.3%,8.5,2.6%,4.2%
CCCS(=O)(=O)Nc1cccc(-c2ccc3nnc(C)n3n2)c1,-9.7%,3.4%,1.7%[57.1 µM],5.5,-30.7%,3.2,-2.0%,-18.4%
Cc1cc(C)nc(NC(=O)c2cccc([N+](=O)[O-])c2)c1,-27.5%,19.2%,u,9.2,x,3.4,-1.1%,-57.4%[inhibitor]
Cc1ccc2c(c1)sc1nc(=O)n(-c3ccc(Cl)c(Cl)c3)c(=O)n12,-11.7%,-2.9%&24.6%,13.9%,12.5,-13.6%&23.6%,2.0&1.9,-6.4%,-18.2%&-4.2%
O=C(Nc1ccccn1)C1CCN(S(=O)(=O)c2ccc3c(c2)OCCO3)CC1,-0.9%,-7.7%,2.3%,-23.3,-9.6%,-2.6,6.3%,-19.6%
CC(C)(C)OC(=O)C[C@H]1C/C=C\C[C@@H](CC(=O)N(CCO)Cc2ccccc2)C(=O)N2CCC[C@@H]2COC1=O,1.1%,-14.6%,1.9%,-11.9,24.5%,-21.1,-3.8%,4.3%
O=C(NCc1ccccc1Cl)c1cc2ccccc2o1,x,11.2µM*,x,x,5.6%,0.6,x,-7.1%
O=S(=O)(c1ccc(S(=O)(=O)N(Cc2ccc(F)cc2)C2CCCC2)cc1)N1CCCC1,-1.5%,-21.1%,0.6%,3.0,23.9%,-10.3,14.4%,-15.5%
COc1cc(OC)cc(-c2c(-c3cccs3)c3cc(-c4cccc5[nH]ccc45)ccc3n2C)c1,25.2%,5.7%,-10.5%,36.6,14.6%,1.4,4.5%,-5.8%
COc1cc(Nc2c3c(nc4ccccc24)CCCC3)cc(OC)c1OC,4.4%,-1.0%,1.1%,-27.1,5.1%,-7.7,8.0%,6.9%
COc1ccc(NC(=O)CS(=O)CC(=O)Nc2cccnc2)cc1 (stereo not given),3.2%,-1.5%,0.0%,9.8,-29.9%,-0.9,-7.2%,12.5%
COC(=O)c1ccc2c(=O)[nH]c(COC(=O)c3c(-c4ccccc4)noc3C)nc2c1,0.0%,-14.4%,1.4%,7.1,20.6%,3.4,-1.3%,-2.1%
CC(NC(=O)COc1ccc(Br)cc1)C(=O)O (stereo not given),-2.0%,-21.7%,10.7%,33.2,18.3%,5.8,3.1%,-5.8%
c1ccc(-c2nnc3oc(-c4cccs4)nn23)cc1,1.5%,0.0%,-9.5%,9.5,-34.2%,1.2,3.4%,-34.7%
CN(C)S(=O)(=O)n1cc(/C=C(\NC(=O)c2ccccc2Cl)C(=O)N2CCCC2)c2ccccc21,2.2%,6.2%,4.7%,1.0,14.6%,0.7,2.6%,17.4%
CCN1CCN(Cc2nc3c(c(=O)n(C)c(=O)n3C)n2Cc2cccc3ccccc23)CC1,-2.3%,-10.7%,3.7%,-12.1,-10.1%,2.3,1.2%,8.4%
Cc1ccc(OCc2cc(C(=O)NC3CCCCC3)no2)cn1,4.8%,10.3%,0.3%,23.9,-16.9%,10.3,5.2%,x
O=C(CCNS(=O)(=O)c1ccccc1C(F)(F)F)N1CCCCCCC1,-0.5%,7.7%,6.5%,2.6,30.7%,0.2,3.8%,7.7%
O=C(CSc1ccccn1)Nc1ccccc1F,8.1%,12.3%,4.7%,-17.0,x,-16.4,8.1%,-2.8%
